Ba/F3 V617F tox: lowers viability of Ba/F3 cells expressing EpoR and JAK2V617F; ATP luminescence; inhibition, % at 5.6 µM; actives 1.1% (n = 220,000); AID 1446;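 active means inhibition above the campaign mean plus 3 SD over all tested compounds, cut at about 24% in these data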;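 further: cytokine-independent growth of Ba/F3 cells driven by EpoR plus mutant JAK2; 0% = DMSO-treated cells and 100% = JAK inhibitor I control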
BaF3 parental: counter-screen for JAK2V617F inhibitors: parental Ba/F3 viability inhibitors; CellTiter-Glo ATP luminescence; inhibition, % at 5.6 µM; actives 1.1% (n = 220,000);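 active means inhibition above a per-campaign cutoff, the mean inhibition of all tested compounds plus 3 SD, cut at about 27% in these data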;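 further: 0% = DMSO wells and 100% = JAK Inhibitor I control wells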
S1P4 antag: antagonists of human S1P4 receptor | O95977 | inhibition, % at 4.98 µM | S1P4-expressing cells, antagonist mode, reporter read-out | AID 1510 | actives 0.26% (n = 220,000); in the data active means inhibition above about 29%;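 further: 0% = wells stimulated with agonist and 100% = vehicle wells without agonist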
NPY-Y1 PAM-ag: potentiates or activates human NPY-Y1 receptor; AID 1304; actives 0.37% (n = 220,000); P25929; NPY-Y1 expressing cells, potentiator/agonist activation; activation, % at 3.6 µM; in the data active means activation above about 33%, passing the limit was not always enough;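 further: cells stimulated with NPY at EC10 then isoproterenol at EC100; 0% = low agonist plus stimulus and 100% = saturating agonist plus stimulus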
Target sequence (P25929 whole entry, looked up): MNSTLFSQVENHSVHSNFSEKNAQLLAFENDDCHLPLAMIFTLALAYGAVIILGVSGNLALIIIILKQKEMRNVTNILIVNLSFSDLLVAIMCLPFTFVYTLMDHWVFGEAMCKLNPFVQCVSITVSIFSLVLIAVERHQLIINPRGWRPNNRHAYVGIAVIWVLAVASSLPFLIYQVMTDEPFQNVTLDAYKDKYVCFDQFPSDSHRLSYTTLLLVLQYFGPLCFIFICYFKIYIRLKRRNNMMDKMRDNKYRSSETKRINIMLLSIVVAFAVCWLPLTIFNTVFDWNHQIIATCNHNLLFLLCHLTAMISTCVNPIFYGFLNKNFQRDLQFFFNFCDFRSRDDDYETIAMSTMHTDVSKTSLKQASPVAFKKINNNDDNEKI
S1P4 ag: agonists of human S1P4 receptor | activation, % at 4.98 µM | S1P4-expressing cell line, agonist reporter assay | actives 0.35% (n = 220,000) | O95977; in the data active means activation above about 11%;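 further: 0% = DMSO vehicle and 100% = reference agonist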
NPY2 pot ag: human NPY-Y2 potentiation or agonism, primary screen. activation, % at 3.6 µM. P49146. actives 0.45% (n = 220,000). cells expressing NPY-Y2, potentiator/agonist read-out; in the data active means activation above about 27%;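 further: cells stimulated with NPY near EC25 plus isoproterenol at EC100; 0% = vehicle plus submaximal agonist and 100% = vehicle plus saturating agonist; some results beyond the cut were filed as inactive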
RBBP9 inh: inhibitors of human serine hydrolase RBBP9 | O75884 | recombinant RBBP9, FP-Rh probe fluorescence polarization | inhibition, % at 7.94 µM | actives 0.2% (n = 220,000) | AID 1515;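 active means inhibition above the campaign mean of all tested compounds plus 3 SD, cut at about 14% in these data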;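 further: plate controls were DMSO wells with RBBP9 for no effect and wells lacking RBBP9 protein for full effect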
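Measured by – fluorescence polarization · Test system – RBBP9 protein · Input – 2.5 µM RBBP9 dispensing solution, before mixing · Measure – percent inhibition from mP, scaled between DMSO and no-protein wells · Benchmarks – DMSO-treated enzyme wells and wells lacking RBBP9 · Times – preincubation 30 min plus labeling 45 min at 25 °C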
Runt-CBFb FRET: Runt domain-CBFb interaction inhibition | actives 0.46% (n = 220,000) | AID 1496 | Q01196+Q13951 | inhibition, % at 20 µM | Cerulean-Runt/Venus-CBFb FRET ratio 530/480, 1 h;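 active means inhibition over about 50% at 20 µM in the single-dose screen, limit read from the data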;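 further: 0% = DMSO wells and 100% = excess unlabeled CBFb competitor control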
Target sequence (Q01196 whole entry, looked up, the tested form may be a part): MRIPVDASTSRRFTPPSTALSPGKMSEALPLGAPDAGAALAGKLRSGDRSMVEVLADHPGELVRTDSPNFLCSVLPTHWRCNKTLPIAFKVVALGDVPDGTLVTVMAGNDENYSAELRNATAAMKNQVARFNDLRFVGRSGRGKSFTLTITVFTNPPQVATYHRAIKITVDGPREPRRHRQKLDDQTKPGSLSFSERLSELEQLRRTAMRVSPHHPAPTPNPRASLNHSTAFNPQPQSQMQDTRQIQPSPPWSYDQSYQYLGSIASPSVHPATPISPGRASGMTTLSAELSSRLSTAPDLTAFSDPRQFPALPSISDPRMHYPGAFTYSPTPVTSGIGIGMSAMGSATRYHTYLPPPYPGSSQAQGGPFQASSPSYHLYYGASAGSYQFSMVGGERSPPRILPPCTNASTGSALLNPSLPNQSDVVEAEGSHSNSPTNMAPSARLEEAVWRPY
Target sequence (Q13951 whole entry, looked up, the tested form may be a part): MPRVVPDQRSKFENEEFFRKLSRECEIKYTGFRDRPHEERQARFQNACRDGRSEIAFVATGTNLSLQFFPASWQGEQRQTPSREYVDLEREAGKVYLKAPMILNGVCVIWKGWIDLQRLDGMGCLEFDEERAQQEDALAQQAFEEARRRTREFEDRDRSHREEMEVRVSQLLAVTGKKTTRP
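Buffer or medium: Tris pH 7.5 buffer with BSA. Assay system: Cerulean-labeled Runt domain protein. Amount: each fluorescent fusion protein 100 nM. Read-out basis: loss of energy transfer signal. Incubation: 1 h compound exposure, room temperature. Probe or stimulus: Venus-CBFb binding partner, 100 nM. Detection: FRET, excitation 422 nm, emission at 530 and 480 nm.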
NPY-Y1 antag: NPY-Y1 (human) receptor antagonism | P25929 | inhibition, % at 3.6 µM | actives 1% (n = 200,000) | HEK293-CNG Y1 cells, membrane potential fluorescence; NPY at EC95, then isoproterenol | AID 1040;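 active means inhibition above the campaign mean inhibition of all tested compounds plus 3 SD, cut at about 20% in these data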;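 further: 0% = DMSO wells given NPY plus isoproterenol and 100% = isoproterenol alone without NPY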
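Benchmarks – high control isoproterenol alone, low control NPY with isoproterenol · Material – HEK293 Y1/CNG channel cell line · Times – dye 3 h, compound 60 min room temperature, stimulation 45 min · Probe or stimulus – NPY (25 nM), isoproterenol (1 µM), Ro 20-1724 (25 µM) · Evaluation – % inhibition of NPY effect · Signal – fluorescence, membrane potential probe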
The depositor's hits bear a star; . = no result given.

SMILES	Ba/F3 V617F tox	BaF3 parental	S1P4 antag	NPY-Y1 PAM-ag	S1P4 ag	NPY2 pot ag	RBBP9 inh	Runt-CBFb FRET	NPY-Y1 antag
CCOC(=O)N1CCN(C(=O)c2ccccc2NC(=O)COc2ccccc2C)CC1	-1	4	-15	8	2.9	11	-8	1	0
COc1ccccc1N(CC(=O)Nc1ccccc1C(=O)NCC(C)C)S(C)(=O)=O	-2	4	-15	-10	-0.7	-11	-2	-2	-5
CCOC(=O)C1(Cc2cccc(Cl)c2)CCCN(C(=O)c2cccnc2)C1 (configuration not stated)	0	1	-15	11	0.6	-1	-6	.	3
c1ccc(CNc2nc(-c3cccnc3)cs2)cc1	2	11	-11	15	0.5	-6	5	4	2
COc1ccc(CN2C(=O)CC(Cc3cc(C)cc(C)c3)C2=O)cc1OC (configuration not stated)	3	8	2	-10	-1.6	5	-3	-5	11
CC(NC(=S)NC1CCCCC1)C(c1ccccc1)N1CCOCC1 (configuration not stated)	-6	-2	9	9	-1.1	-5	-6	2	0
O=C(/C=C/c1cccs1)N1CCN(c2ccc(O)cc2)CC1	6	6	-10	-11	1.3	-8	0	32	7
O=C(NCc1ccccn1)c1cc(-c2ccccc2Cl)nc2ccccc12	-2	-3	-18	10	-2.6	-5	-2	-1	3
CCOc1ccc(NS(=O)(=O)c2cc(OC)ccc2OC)cc1	0	7	14	4	-1.0	-11	-4	-1	-3
Cc1ccnc(NC(=O)c2ccc(NC(=O)c3ccco3)cc2)c1	-3	0	-10	-8	-1.1	-6	4	-1	2
CC1(C)CC(=O)C2=C(C1)N(CC1CCCO1)C(=O)C2(O)C(F)(F)F (configuration not stated)	-4	2	3	0	2.5	1	-11	0	0
CC(=O)Nc1cc(C(F)(F)F)ccc1OCC1CCCO1 (configuration not stated)	-3	5	-2	-2	-0.3	11	-5	1	3
Cc1cc(C)n(C(=O)CNc2cccc(Cl)c2C)n1	-1	4	-11	-12	-0.2	-1	-4	0	1
O=c1oc2ccccc2cc1-c1nnc(NCc2ccco2)s1	2	5	6	7	0.6	-12	2	-45	1
Cc1ccccc1C(=O)Nc1cccc(-c2ccc3nncn3n2)c1	-1	2	-4	4	1.0	2	-2	0	1
CCOC(=O)c1c(C)[nH]c(C(=O)N2CCCC(C(=O)c3cccc(OC)c3)C2)c1C (configuration not stated)	1	3	-4	-16	0.8	-7	-4	0	5
O=C(NC1CCCCC1)c1cc2nc3c(c(C(F)(F)F)n2n1)CCCC3	2	6	-24	-26	3.1	-12	-9	-9	6
O=C(C1CCCN1S(=O)(=O)c1ccc(Cl)cc1)N1CCOCC1 (configuration not stated)	-6	2	-7	-1	0.6	11	0	0	2
CN1C(=O)c2ccc(NC(=O)c3cccc(N4C(=O)CCC4=O)c3)cc2C1=O	1	6	2	-1	-1.4	-12	-1	1	-1
COc1ccc(NC(=O)CSc2c3c(nc4ccccc24)CCC3)c(OC)c1	0	6	-7	3	0.8	-7	-7	-2	2
NC(=O)C(CC(=O)O)NC(=O)[C@@H]1CCCCNc2c(I)cc([N+](=O)[O-])cc2C(=O)N[C@@H](CO)C(=O)NCC(=O)N1 (some centres not stated)	0	2	6	-28	1.6	3	-11	5	7
COc1ccc(S(=O)(=O)N(CC(=O)O)Cc2ccccc2)cc1OC	1	2	-1	12	1.5	-11	-1	-2	-1
CSc1sc(C(=O)O)c2c1C(=O)CCC2	-4	2	-10	-34	-0.7	-20	-8	0	0
COc1ccc(-c2coc3cc(O)cc(O)c3c2=O)cc1OC	6	2	10	-32	-1.2	-14	-13	1	.
CCOc1ccc(-n2c(SCC(N)=O)nc3c(c2=O)SCC3)cc1	6	4	-12	-6	-1.3	-14	-6	0	-1

Some values from the results shown.
RBBP9 inh, `O=C(C1CCCN1S(=O)(=O)c1ccc(Cl)cc1)N1CCOCC1` (configuration not stated) reads 0
S1P4 antag, `O=c1oc2ccccc2cc1-c1nnc(NCc2ccco2)s1` reads 6
NPY-Y1 PAM-ag, `O=C(NC1CCCCC1)c1cc2nc3c(c(C(F)(F)F)n2n1)CCCC3` reads -26

Back to the main list; the 2 compounds before the break are reprinted first.
SMILES	Ba/F3 V617F tox	BaF3 parental	S1P4 antag	NPY-Y1 PAM-ag	S1P4 ag	NPY2 pot ag	RBBP9 inh	Runt-CBFb FRET	NPY-Y1 antag
COc1ccc(-c2coc3cc(O)cc(O)c3c2=O)cc1OC	6	2	10	-32	-1.2	-14	-13	1	.
CCOc1ccc(-n2c(SCC(N)=O)nc3c(c2=O)SCC3)cc1	6	4	-12	-6	-1.3	-14	-6	0	-1
CC(=O)c1cccc(OCC(=O)N(C)CC(=O)Nc2ccc(F)cc2)c1	5	-1	3	-14	0.7	-10	-3	-2	.
Cc1ccc(O)c(NC2=C(Cl)C(=O)N(Cc3ccccc3)C2=O)c1	-5	5	-10	11	2.6	12	-4	50	-8
CCCCOC(=O)c1ccc(OC(=O)c2cccnc2)cc1	-2	3	6	-15	0.5	-1	2	-4	-3
CN(C)Cc1c(O)ccc2ccccc12	-4	0	2	8	1.9	-20	-6	7	.
CCC1=NN(C(=O)Cc2ccc(OC)c(OC)c2)C(O)(C(F)(F)F)C1 (configuration not stated)	-3	3	-4	8	-1.2	-1	-2	-2	-3
Cn1c2c(c(=O)c3ccccc31)CCC(C)(C)O2	-3	-3	-1	-12	1.8	10	-7	1	1
Cc1cccc(C(=O)Nc2ccc(O)cc2C(=O)O)c1	1	7	-16	-14	0.4	-6	-12	4	1
CC(C)Oc1ccc(OCCCN2CCCCCC2)cc1	0	8	-3	1	0.7	-7	1	-1	0
CC1=NN(c2ccc(F)cc2)C(=O)C1C(c1cccc(O)c1)c1c(C)[nH]n(-c2ccc(F)cc2)c1=O (configuration not stated)	-6	-2	14	10	0.1	-30	4	1	6
COC(=O)/C=c1\sc2n(c1=O)C(C)=CC(C)(C)N=2	-2	-1	-8	-1	-1.7	-5	1	-2	-2
Fc1cccc(COc2ccccc2CNc2ccccc2)c1	1	4	-12	-9	-0.7	2	1	0	0
Cc1nc2ncnn2c(C)c1CCC(=O)NCc1ccc2c(c1)OCO2	1	6	-2	-7	1.2	2	-5	-1	1
O=C(CN1C(=O)c2ccccc2C1=O)Nc1sc2c(c1C(=O)NCc1ccco1)CCCC2	-5	-1	-4	33	0.7	30	-7	.	-7
O=C(Cn1cncc1-c1ccc([N+](=O)[O-])cc1)Nc1ccccc1F	3	2	13	-15	-0.9	3	-14	14	8
CC(C)C(Nc1ccc(S(=O)(=O)N2CCOCC2)cc1[N+](=O)[O-])C(=O)O (configuration not stated)	0	0	-2	-7	2.9	3	2	1	0
CCn1ccnc1CN(C)Cc1cn(-c2ccc(C)cc2)nc1-c1cccc(C)c1	-2	3	-9	-11	1.1	3	-7	-1	3
CCc1nnc(NC(=O)CSc2nnc(C3CCCCC3)n2-c2ccccc2)s1	2	4	3	4	0.0	15	-6	-4	-2
O=C(Nc1ccccc1)c1sc2cc(C(F)(F)F)cnc2c1-c1cccs1	-4	2	9	-42	0.0	-16	-3	1	20
Cc1ccc(N(CC(O)CN2C(=O)NC(C)(C)C2=O)S(=O)(=O)c2ccc(C)cc2)cc1 (configuration not stated)	25*	2	-8	5	1.6	-9	-3	0	.
COc1cc(C(=O)N2C(=O)c3cccc(N)c3C2=O)cc(OC)c1OC	0	2	7	-10	-1.0	-2	-15	-20	3
CSc1cc(-c2ccc(Cl)cc2)c(C(=O)NC(C)C)s1	-4	2	-5	-6	-2.1	-28	-6	-2	1
O=C(NC1=NCCS1)c1cccs1	-3	2	-5	19	0.0	17	-15	2	-2
Brc1cc2c(cc1/C=N/Nc1nc(N3CCCC3)nc(N3CCOCC3)n1)OCO2	-4	2	17	24	-1.8	-4	-7	-2	3
Cc1ccnc(NS(=O)(=O)c2ccc(Cl)nc2)c1	1	4	-7	-18	1.6	14	-15	1	.
O=C(NCCCN1CCC(Cc2ccccc2)CC1)C1CC(=O)N(C2CCCCCC2)C1 (configuration not stated)	1	7	-9	-20	1.0	8	-4	-1	7

(listing goes on)
SMILES	Ba/F3 V617F tox	BaF3 parental	S1P4 antag	NPY-Y1 PAM-ag	S1P4 ag	NPY2 pot ag	RBBP9 inh	Runt-CBFb FRET	NPY-Y1 antag
CCOc1cc(S(=O)(=O)NCc2ccc(OC)cc2)c(OCC)cc1-n1cnnn1	1	0	9	-35	-2.9	2	3	-1	6
CCC1CCC(c2nnc(-c3ccc([N+](=O)[O-])cc3)o2)CC1 (configuration not stated)	0	6	-11	-7	0.3	-9	-8	-2	5
Cc1ccc(NC(=O)CSc2nc(NS(=O)(=O)c3ccc(C)cc3)cc(=O)[nH]2)cc1	-4	2	-11	-7	0.6	8	-5	1	-1
Cc1cc(Br)c(S(=O)(=O)n2nnc3ccccc32)cc1C	-1	4	-14	5	2.2	-8	3	-1	3
O=C(Cc1cccc2ccccc12)NN1C(=O)C2C(C1=O)C1C=CC2C12CC2 (configuration not stated)	2	5	-8	-13	-3.7	3	-4	2	0
COc1ccc(C)cc1NC(=O)c1cc2c(=O)n3ccccc3nc2n1C	1	2	7	-8	-1.2	4	-3	-64	2
Cc1nnc(SCC(=O)Nc2cccc(S(=O)(=O)NC3=NCCCCC3)c2)n1Cc1ccccc1	3	7	6	-11	-3.9	-8	-3	0	1
NC(=O)c1nnn(-c2cccc(C(F)(F)F)c2)c1-c1ccccc1	-3	5	-6	6	-1.2	14	3	-1	.
COCCNC(=S)N(C)C1(c2ccccc2Cl)CCCCC1=O (configuration not stated)	4	8	4	3	-2.5	-12	1	0	-2
O=C(O)CCC(=O)Nc1nc(-c2ccccc2)cs1	1	3	5	-41	0.8	-14	-4	0	12
Cc1ccc(S(=O)(=O)NNC(=S)Nc2cccc(F)c2)cc1	-1	-1	-25	3	0.8	-3	-9	5	.
COC(=O)CC(NS(=O)(=O)c1cccs1)c1cccc2ccccc12 (configuration not stated)	-5	4	-3	13	-0.4	3	-1	1	-3
CN(Cc1nc(-c2cnccn2)no1)C1CC(C)(C)NC(C)(C)C1	-1	4	-8	1	-1.0	-1	3	0	7
CNc1cc([N+](=O)[O-])ccc1N/C=C/C(=O)c1cccs1	-6	-1	3	15	-1.7	20	-2	-3	-1
O=C(COC(=O)C1CC(O)CN1S(=O)(=O)c1ccc(Cl)cc1)c1ccccc1Cl (configuration not stated)	1	6	-11	2	0.0	-6	0	-4	-3
O=C(CN(C(=O)CNS(=O)(=O)c1ccccc1)c1ccc2c(c1)OCCO2)NCc1ccco1	0	-2	-12	-2	-1.6	-3	-4	-3	0
CC1(NC(=S)NCCO)CCS(=O)(=O)C1 (configuration not stated)	-1	5	-24	2	1.3	7	-8	2	-1
CN(C)CCSc1nc(N)c2c3c(sc2n1)CN(C)CC3	3	2	-17	5	0.1	-4	-5	4	1
O=C(Nc1ccccc1)Nc1cccc(Cl)c1	5	-1	13	12	1.6	-6	8	0	-2

From PubChem BioAssay
